Pin1 inh – qHTS Assay to Find Inhibitors of Pin1; Peptidyl-prolyl cis-trans isomerase NIMA-interacting 1 (Homo sapiens), Q13526; Pin1 FP peptide displacement, HiFluor488, 10 min; Potency, µM (highest dose often 115 µM), without a hit: at the highest dose activity, negative = inhibition, hits mostly inhibitors; 0.009% of 390,000 active; AID 504891, 2011; active means well fitted inhibition curve with a large enough effect in the polarisation, with a control signal flat, not every such curve was filed as active; inconclusive means small, poorly fitted or top-dose-only effect, or effect the other way, or a change in a side signal; inactive means no such curve, though single readings can be large or run the other way; the % refers to the polarisation; further: on the % scale 0 is the no-effect control and ±100 the full control effect
Pol iota inh – qHTS for Inhibitors of Polymerase Iota; Pol iota fluorescent replication assay, 10 min; Potency, µM (top dose mostly 115 µM), for inactives: at the top dose activity, negative = inhibition, most hits filed as inhibitors; 1% of 390,000 active; AID 588590, 2011
Target sequence (Q9UNA4 whole entry, looked up): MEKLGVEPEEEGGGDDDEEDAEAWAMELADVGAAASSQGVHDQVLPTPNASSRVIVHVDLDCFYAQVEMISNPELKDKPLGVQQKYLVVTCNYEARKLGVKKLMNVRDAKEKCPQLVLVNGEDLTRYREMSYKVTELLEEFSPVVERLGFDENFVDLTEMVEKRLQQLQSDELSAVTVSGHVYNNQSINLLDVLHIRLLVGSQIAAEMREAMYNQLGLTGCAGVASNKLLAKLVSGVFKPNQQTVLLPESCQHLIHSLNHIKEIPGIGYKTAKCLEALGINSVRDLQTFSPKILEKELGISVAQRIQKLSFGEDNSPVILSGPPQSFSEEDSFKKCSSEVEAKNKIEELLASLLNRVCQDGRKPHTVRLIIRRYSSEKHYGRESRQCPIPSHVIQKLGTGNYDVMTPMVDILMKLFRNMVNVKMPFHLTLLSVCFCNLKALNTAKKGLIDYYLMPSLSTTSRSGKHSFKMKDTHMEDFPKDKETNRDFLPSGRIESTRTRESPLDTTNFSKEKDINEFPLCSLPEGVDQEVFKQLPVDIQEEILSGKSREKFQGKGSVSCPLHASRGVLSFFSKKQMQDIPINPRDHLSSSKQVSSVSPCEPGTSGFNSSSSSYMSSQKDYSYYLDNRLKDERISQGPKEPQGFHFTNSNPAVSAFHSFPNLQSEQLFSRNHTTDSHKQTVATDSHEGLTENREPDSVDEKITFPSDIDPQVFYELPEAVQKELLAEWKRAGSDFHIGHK
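Fluorescent replication assay read twice, at 0 min and 10 min after adding 50 nM (final) substrate. Enzyme (10 nM) and compounds were first incubated 15 min at room temperature; enzyme-free buffer wells were negative controls.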
G9a block – qHTS Assay for Inhibitors of Histone Lysine Methyltransferase G9a; Histone-lysine N-methyltransferase EHMT2 (Homo sapiens), Q96KQ7; G9a H3K9 monomethylation, AlphaScreen, 2 h; Potency, µM (top dose mostly 102 µM), without a hit: at the top dose activity, negative = inhibition, hits mostly inhibitors; 8.8% of 350,000 active; further: on the % scale 0 is the no-effect control and ±100 the full control effect; nearly all actives have a fitted effect of over 75% in size
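Compounds were preincubated with 20 nM G9a for 15 min, after which biotinylated H3K9 peptide (500 nM) and SAM (20 uM) started a 2 h room-temperature reaction. Monomethylated product was quantified by antibody-based AlphaScreen chemiluminescence.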
BLM inh – qHTS Assay for Inhibitors of Bloom's syndrome helicase (BLM); Potency, µM (doses to about 56.1 µM), without a hit: top-dose activity change, negative = inhibition, actives largely listed as inhibitors; RecQ-like DNA helicase BLM (Homo sapiens), P54132; recombinant BLM DNA unwinding, fluorescence dequenching; 0.2% of 350,000 active; AID 2528, 2010;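 further: plate controls were vehicle for no effect and no enzyme for full effect; nearly all actives have a fitted effect of over 35% in size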
BAZ2B block – qHTS Assay for Inhibitors of BAZ2B; AlphaScreen BAZ2B-H3K14Ac peptide displacement; 4.4% of 360,000 active; Potency, µM (highest dose often 114 µM), inactives show at the highest dose activity change, negative = inhibition, hits mostly inhibitors; AID 504333, 2011; further: on the % scale 0 is the no-effect control and ±100 the full control effect; nearly all actives have a fitted effect of over 60% in size
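BAZ2B 50 nM plus b-H3(5-23)K14Ac 50 nM, PBS pH 7.4/0.01% Tween-20, 30 min RT; compound added (max 110 uM), 30 min RT; streptavidin donor/Ni-chelate acceptor beads 10 ug/mL final, 20 min dark; AlphaScreen read.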
HP1b chromo inh – HTS for Inhibitors of HP1-beta Chromodomain Interactions with Methylated Histone Tails | Chromobox protein homolog 1 (Homo sapiens), P83916 | AlphaScreen HP1-beta / biotin-H3K9me3 peptide binding | Potency, µM (top dose mostly 114 µM), inactives show top-dose activity change, negative = inhibition, hits mostly inhibitors | 0.56% of 390,000 active; further: nearly all actives have a fitted effect of over 70% in size; inactives centre near 23
Target sequence (P83916 whole entry, looked up): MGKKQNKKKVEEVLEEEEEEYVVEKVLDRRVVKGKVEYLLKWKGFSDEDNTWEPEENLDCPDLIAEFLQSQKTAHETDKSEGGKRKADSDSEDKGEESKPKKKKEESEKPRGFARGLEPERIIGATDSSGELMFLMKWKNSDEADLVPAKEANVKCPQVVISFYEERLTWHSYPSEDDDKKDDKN
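HP1-beta protein (50 nM final) preincubated 30 min at room temperature with biotinylated H3(1-18)K9me3 peptide (50 nM) in PBS pH 7.4, 0.01% Tween-20, then compound added for 30 min. AlphaScreen streptavidin donor/nickel chelate acceptor beads (10 ug/mL final), 30 min dark, luminescence read.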
GLS inh – qHTS for Inhibitors of Glutaminase (GLS). GLS enzymatic activity, qHTS titration. Potency, µM (top dose mostly 45.5 µM), inactives show at the top dose activity change, negative = inhibition, usual class: inhibitors. 0.21% of 410,000 active. AID 624170, 2012; further: on the % scale 0 is the no-effect control and ±100 the full control effect
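Glutamate formation by hKGA was monitored fluorometrically using coupled glutamate oxidase, HRP and Amplex Red. Substrate was added as 1 mM L-glutamine solution; incubation was 30 min at RT after an initial read.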
JMJD2A Tudor inh – qHTS Assay for Inhibitors of JMJD2A-Tudor Domain | 4.4% of 390,000 active | Potency, µM (highest dose often 114 µM), for the others: top-dose activity change, negative = inhibition, actives largely listed as inhibitors | AlphaScreen JMJD2A-Tudor / H3K4me3 peptide binding | AID 504339, 2011; further: on the % scale 0 is the no-effect control and ±100 the full control effect; nearly all actives have a fitted effect of over 50% in size
PGK inhibitor – qHTS Assay to Find Inhibitors of Phosphoglycerate Kinase. Potency, µM (doses to about 57.5 µM), without a hit: at the top dose activity change, negative = inhibition, most hits filed as inhibitors. Phosphoglycerate kinase, glycosomal (Trypanosoma brucei brucei), P07378. PGK/GAPDH coupled, Kinase-Glo luminescence, 60 min. AID 602233, 2012. 0.043% of 380,000 active; further: on the % scale 0 is the no-effect control and ±100 the full control effect; nearly all actives have a fitted effect of over 60% in size
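Recombinant glycosomal PGK reaction used 1,3-bisphosphoglycerate generated in-well by GAPDH (100nM final) in 100mM TEA pH 7.6, 5mM MgCl2, 0.01% Tween-20. After 60 minutes at room temperature, ATP was read by Kinase-Glo Plus luminescence end-point.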
* marks the source's active call; other numbers are inactive results; i = inactive; u = inconclusive; x = no result given; [ ] = dose if it differs, or a comment. Unless noted, the call rests on the fitted dose curve; in most records, active means well fitted curve in the direction sought with a large enough effect; inconclusive means small, poorly fitted or top-dose-only effect, or another doubt; inactive means no such curve, though single readings can be large; an effect the other way counts as inactive or inconclusive. Potency means the concentration at half of the fitted maximal effect. These rows are one share of the data, so the mix of outcomes need not match the whole.

Results follow in this order: Pin1 inh, Pol iota inh, G9a block, BLM inh, BAZ2B block, HP1b chromo inh, GLS inh, JMJD2A Tudor inh, PGK inhibitor
- COc1ccc(/C=N\Nc2ccc([N+](=O)[O-])cc2[N+](=O)[O-])c(C(=O)O)c1OC
    -1%, u, 25µM*, -3%, -38%, u, 12%, 50µM*, -10%
- Cc1ccc(OCCSc2nc(-c3cccs3)nc3cc(=O)[nH]n23)cc1Cl
    u, u, 13%[59 µM], -2%, 50µM*, u, 4%, -29%, -20%
- COc1cccc(C(=O)Nc2ccccc2C(=O)OCc2cc(=O)n3nc(C4CC4)sc3n2)c1
    -9%, -2%, 8%[59 µM], -2%, -17%, 3%, -5%, -13%, -6%
- COc1cccc(OC)c1C(=O)NC(=S)N1CCOCC1
    -14%, 7%, -11%, -1%, -5%, 35%, -3%, -17%[57.1 µM], 2%
- Cc1snc(S(=O)(=O)Cc2ccccc2Cl)c1C#N
    u, 14%, 6%[59 µM], 0%, -13%, 25%, 5%, -5%, 1%
- COC(=O)c1cc(S(=O)(=O)NCc2ccccc2Cl)c[nH]1
    -4%, 10%, x, -2%, 6%, 27%, -9%, -26%, 0%
- COc1ccc(-c2noc(N3CCC(C(=O)Nc4ccccc4Cl)CC3)n2)cc1
    0%, -26%, 1%, -5%, 11%, 42%[activator], -2%, -11%, -11%
- O=C(COc1ccc(/C=N/NC(=O)c2ccccc2O)cc1)Nc1ccccc1
    22%, u, u, -26%, u, 16%, -7%, u, u
- O=S(=O)(c1ccc(S(=O)(=O)N2CCCN(Cc3ccccc3)C2)cc1)N1CCCCCC1
    0%, 32%[activator], 6%, 2%, 4%, 10%, 3%, -1%, 1%
- CN(CC(=O)Nc1ccc(Br)cc1)Cc1ccccc1
    -2%, 19%, 77%[activator], -3%, 3%, 47%[activator], 0%, 15%, i

Brought forward from above: seven entries, then new ones.
Results follow in this order: Pin1 inh, Pol iota inh, G9a block, BLM inh, BAZ2B block, HP1b chromo inh, GLS inh, JMJD2A Tudor inh, PGK inhibitor
- COc1cccc(OC)c1C(=O)NC(=S)N1CCOCC1
    -14%, 7%, -11%, -1%, -5%, 35%, -3%, -17%[57.1 µM], 2%
- Cc1snc(S(=O)(=O)Cc2ccccc2Cl)c1C#N
    u, 14%, 6%[59 µM], 0%, -13%, 25%, 5%, -5%, 1%
- COC(=O)c1cc(S(=O)(=O)NCc2ccccc2Cl)c[nH]1
    -4%, 10%, x, -2%, 6%, 27%, -9%, -26%, 0%
- COc1ccc(-c2noc(N3CCC(C(=O)Nc4ccccc4Cl)CC3)n2)cc1
    0%, -26%, 1%, -5%, 11%, 42%[activator], -2%, -11%, -11%
- O=C(COc1ccc(/C=N/NC(=O)c2ccccc2O)cc1)Nc1ccccc1
    22%, u, u, -26%, u, 16%, -7%, u, u
- O=S(=O)(c1ccc(S(=O)(=O)N2CCCN(Cc3ccccc3)C2)cc1)N1CCCCCC1
    0%, 32%[activator], 6%, 2%, 4%, 10%, 3%, -1%, 1%
- CN(CC(=O)Nc1ccc(Br)cc1)Cc1ccccc1
    -2%, 19%, 77%[activator], -3%, 3%, 47%[activator], 0%, 15%, i
- CCn1c(SCc2ccc(C)cc2)nnc1C1CCN(S(=O)(=O)c2ccc(OC)cc2)CC1
    u, 22%, 53%[activator][59 µM], 1%, -5%, 33%, -1%, -6%, 9%
- CC1CCCCC1N(C)C1CCN(C(=O)CNC(=O)/C=C/c2cccc(Cl)c2)CC1 (stereo unspecified)
    -1%, 4%, 19%, -10%, 24%, 42%[activator], -1%, -2%, 7%
- CC(C)(C)NC(=O)N1CCN(c2ncccc2C(F)(F)F)CC1
    2%, 38%, x, -3%, -20%, 36%[activator], -8%, -12%, i
- Cc1ccc(S(=O)(=O)CCC(=O)NC2CCCCC2)cc1
    5%, -1%, u, x, -3%, 32%, -3%, -16%, -8%
- CC(C)C[C@H](NC(=O)c1[nH]cnc1C(=O)Nc1ccc(CNC(=O)OC(C)(C)C)cc1)C(=O)OCc1ccccc1
    7%, -15%, 12%[59 µM], -19%, -15%, 36%, 2%, -21%, 0%
- O=C(Nc1nnc(-c2cccnc2)o1)c1cccc(Cl)c1
    -4%, 128%[activator], u, 1%, u, 44%[activator], -6%, -9%, i
- COc1ccc(C(=O)Nc2cccc(C(=O)OCc3cc(=O)n4nc(C5CC5)sc4n3)c2)cc1
    68%[activator], u, 2%[59 µM], 4%, -20%, 19%, u, -23%, 10%
- Cc1c(C(=O)O)sc(S(=O)(=O)N2CCN(C(=O)Cc3ccccc3Cl)CC2)c1C(=O)O
    -17%, -16%, 13%[2.33 µM], x, -19%, 9%, 6%, -26%, -8%
- CC(=O)Nc1ccc(Br)c(Cl)c1
    -3%, 21%, 17%, -1%, 0%, 25%, u, 3%, -5%
- CN(C)c1ccc(-n2cc3c(=O)n(C)c(=O)n(C)c3c2)cc1
    4%, 10%, 45µM*, 1%, 35µM*, u, 18%, u, -2%

Further results follow.
Results follow in this order: Pin1 inh, Pol iota inh, G9a block, BLM inh, BAZ2B block, HP1b chromo inh, GLS inh, JMJD2A Tudor inh, PGK inhibitor
- COc1cc2c(C(=O)N(C)c3cccc(C(F)(F)F)c3)cn(CC(C)C)c(=O)c2cc1OC
    -3%, -18%, -9%[59 µM], 1%, -7%, 15%, 1%, -6%, 1%
- Cc1ccccc1NC(=O)C(C)OC(=O)c1ccccc1C(=O)N(C)c1ccccc1 (stereo unspecified)
    -5%, 8%, 18%[2.33 µM], x, 4%, 30%, -8%, -10%, i
- Cc1ccc[n+](CC(=O)c2ccc(NC(=O)c3ccccc3)cc2)c1C
    -2%, 31%[activator], x, x, x, 22%, 6%, -3%, 1%
- COc1ccc(NC(=S)/N=C(\N)Nc2nc(C)c3ccccc3n2)cc1
    u, 39%[activator], -4%, 2%, -35%, 6%, 7%, u, -6%
- O=C1c2ccccc2C(=O)C12OC2c1ccc(Cl)cc1Cl (stereo unspecified)
    1%, 51%[activator], u, -9%, -3%, 8%[57 µM], -3%, -14%, i
- O=[N+]([O-])c1ccccc1N(CC1CO1)S(=O)(=O)c1ccccc1 (stereo unspecified)
    -4%, 7%, 9%, -2%, 2%, 41%[activator], -12%, -4%, -2%
- CCC(CC)C(=O)c1c[nH]c(C(=O)N2CCN(c3ccccc3F)CC2)c1
    2%, 61%[activator], 11%, -2%, -1%, 38%, -2%, -2%, -6%
- COc1cc(NS(=O)(=O)c2ccc(NC(=O)c3ccccc3C(=O)O)cc2)nc(OC)n1
    -8%, -12%, -30%[59 µM], -4%, -23%, 17%, 7%, -11%, 1%
- CC(=O)N1CCN=C1SCc1cccc(C(F)(F)F)c1
    -8%, 7%, -10%, -3%, 5%, 30%, 1%, 1%, 0%
- Cc1ccc(-c2csc(NS(=O)(=O)c3cccc(F)c3)n2)o1
    -13%, u, x, x, x, -32%, u, 56µM*, -6%

Other records.
Results follow in this order: Pin1 inh, Pol iota inh, G9a block, BLM inh, BAZ2B block, HP1b chromo inh, GLS inh, JMJD2A Tudor inh, PGK inhibitor
- CCOC(=O)N1CCN(C(=O)/C=C/c2ccc([N+](=O)[O-])cc2)CC1
    4%, -22%, -11%, -3%, -15%, 38%, 0%, -5%, x
- COc1ccc(CC(=O)Nc2cc(S(=O)(=O)N3CCOCC3)ccc2N2CCCC2)c(OC)c1
    -10%, -28%, x, x, x, 20%, 7%, -16%, -4%
- O=C1CC(c2ccc(F)cc2)Cc2nc(NCC3CCCO3)ncc21 (stereo unspecified)
    -6%, 13%, 11%[59 µM], -4%, -17%, 32%, 10%, 1%, 9%
- COCCNC(=O)C1=C(N)C(C(=O)Nc2ccc(C)c(S(=O)(=O)N3CCCCC3)c2)SC1=Nc1ccc(C)cc1C (stereo unspecified)
    u, u, 50µM*, -14%, -8%, -9%, 9%, -35%, -10%
- Cc1ccc(NC(=O)C2CCCN2C(=O)OCc2ccccc2)cc1F (stereo unspecified)
    u, u, x, -2%, 5%, 46%[activator], 6%, -21%, 3%
- Cc1ccsc1C(=O)NNC(=S)NC1CCCCC1
    0%, 17%, -8%, 1%, -2%, 29%, 14%, -23%, 2%
- Cc1cccc(S(=O)(=O)N2CCN(c3nc(-c4cccs4)nc4ccccc34)CC2)c1
    -3%, -27%, x, x, x, 39%[activator], x, -14%, x
- CCCCN1C(=N)N([C@@H](C)CN2CCC[C@H]2CN2C(N)=NC[C@H]2C(C)C)C[C@H]1[C@H](C)CC
    -3%, u, x, x, x, 38%, -12%, u, -8%
- Cc1ccc(S(=O)(=O)N2CCC(NC(=O)OC(C)C)CC2)cc1
    0%, 60%[activator], 6%, -6%, -4%, 25%, 3%, -12%, -3%
- O=C(Nc1cccc(NC(=O)c2ccccc2[N+](=O)[O-])c1)c1ccccc1Cl
    u, -27%, 8%, -7%, -29%, 0%, -1%, -19%, -3%
- Cc1cc(C)nc(N2CCN(c3nc(-c4ccccc4)nc4c3oc3ccccc34)CC2)n1
    3%, 24%, x, x, x, 18%[57 µM], 7%, 0%, i

Bioassay records (PubChem)
